TWEAK Fn14 block – TWEAK-Fn14 signaling inhibition | inhibition, % at 10 µM | actives 2% (n = 360,000) | AID 1159606 | TWEAK-stimulated Fn14 reporter cells, luciferase luminescence, 8 h; in the data active means inhibition above about 50%
HIF-2a inh – blocks HIF-2a reporter activity. 786-0 RCC cells HIF-2a reporter, luciferase luminescence, overnight. inhibition, % at 18.8 µM. actives 0.72% (n = 360,000). AID 624352;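 active means inhibition of the luminescence signal of 40% or more relative to plate controls, in a single-dose primary screen at 18.75 µM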
NR2E3 ag-1 – agonists of human nuclear receptor NR2E3. Q9Y5X4. GST-NR2E3/biotin-RetCOR TR-FRET, 1536-well. inhibition of corepressor binding, % at 4.78 µM. actives 0.12% (n = 320,000). AID 2300;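 active means percent inhibition above the cutoff of mean plus 3 SD of all tested compounds, set per screening campaign, cut at about 20% in these data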;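 further: 0% = DMSO wells and 100% = biotin wells as full block of FRET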
Target sequence (Q9Y5X4 whole entry, looked up): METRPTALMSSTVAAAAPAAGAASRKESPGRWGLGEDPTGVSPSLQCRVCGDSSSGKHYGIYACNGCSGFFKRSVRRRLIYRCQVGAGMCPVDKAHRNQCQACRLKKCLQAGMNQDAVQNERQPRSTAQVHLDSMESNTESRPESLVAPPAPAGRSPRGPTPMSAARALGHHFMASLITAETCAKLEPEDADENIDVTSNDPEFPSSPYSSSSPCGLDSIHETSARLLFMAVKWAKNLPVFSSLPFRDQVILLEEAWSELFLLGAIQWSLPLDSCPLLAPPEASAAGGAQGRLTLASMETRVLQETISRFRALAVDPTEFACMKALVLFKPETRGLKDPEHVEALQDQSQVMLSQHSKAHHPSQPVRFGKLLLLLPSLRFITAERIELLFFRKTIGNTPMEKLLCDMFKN
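System: GST-tagged NR2E3 plus biotinylated RetCOR corepressor; Buffer or medium: pH 7.5 Tris-based buffer; Probe or stimulus: RetCOR corepressor, biotinylated, 7 nM; Doses: compound at 4.8 µM, single dose; Schedule: 5 h incubation at 4 °C; Technique: time-resolved FRET; Evaluation: percent inhibition of TR-FRET ratio; Replication: one well per compound, singlicate testing.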
Peg3 promoter – inhibitors of Peg3 promoter; HeLa PEG-Prom luciferase reporter, luminescence, overnight; inhibition, % at 20 µM; actives 1.7% (n = 360,000); AID 588405;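 active means inhibition of at least 50% at 20 µM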
Shn3 inh set2 – inhibitors of Schnurri-3 3'UTR reporter in osteoblasts; Clone20 osteoblast Shn3 3'UTR firefly luciferase, 24 h; actives 0.52% (n = 360,000); inhibition, % at 12.5 µM;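 active means mean inhibition of at least 75% with every replicate also reaching 75%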;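 further: 0% = median of neutral control wells and 100% = pilot-screen positive control compound; some compounds past the cut are filed as inactive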
hiPSC survival – increases survival of single human iPS cells; hiPSC single-cell survival, ATPlite luminescence; 100% = ROCK inhibitor wells, 0% = DMSO; survival enhancement, % at 20 µM; actives 0.044% (n = 360,000); AID 602274; in the data active means survival enhancement above about 18%;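 further: cells exposed to compounds for 16 hours before the ATP read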
aDG glyco up – alpha-DG glycosylation activation | Pro5-aDG cells, alpha-DG glycosylation AlphaScreen (IIH6); 0% Pro5, 100% B10-LARGE cell signal | activation, % at 10 µM | actives 0.22% (n = 360,000) | AID 624168;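 active means activation of at least 8% versus controls, or a plate z-score of at least 8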;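 further: Pro5 are CHO cells carrying HIG-tagged alpha-DG that lacks glycosylation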
CF NFkB block – blocks PAF-induced NF-kB reporter in cystic fibrosis cells | KKLEB NF-kB-GFP reporter, GFP fluorescence overnight | inhibition, % at 5 µM | actives 0.86% (n = 360,000);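 active means at least 50% inhibition at 5 µM, scaled per plate between neutral and stimulator controls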;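 further: PAF is a Pseudomonas aeruginosa culture filtrate used as stimulus; plate controls were PAF-stimulated DMSO wells for no effect and unstimulated DMSO wells for full effect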
MITF TRPM1 inh – inhibitors of MITF-driven TRPM1 promoter in melanoma cells | SK-MEL-5 TRPM1 promoter luciferase, 24 h | inhibition, % at 12.5 µM | actives 0.83% (n = 330,000) | AID 488899;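 active means mean inhibition across replicates of 60% or more, whatever share of single replicates reaches that level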; further: values of inactives mirror those of a sister screen read the other way
KKLEB tox – CF airway cell cytotoxicity counter-screen | KKLEB CF airway cells viability, ATPlite luminescence, overnight; hits give low values; cells stimulated with P. aeruginosa culture filtrate | activity change (cytotoxicity), % at 5 µM | actives 0.36% (n = 360,000) | AID 602141;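 active means corrected activity change at or below -50% at 5 µM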
NR2E3 ag-2 – activates human NR2E3 receptor; Q9Y5X4; CHO-S Gal4-NCOR/VP16-NR2E3 two-hybrid, luciferase; inhibition of corepressor binding, % at 3.98 µM; actives 0.35% (n = 360,000); AID 602229;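 active means inhibition above the mean of all tested compounds plus 3 SD, cut at about 70% in these data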;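 further: 0% = DMSO with NR2E3 transfected cells and 100% = cells lacking NR2E3 construct; higher means lower luciferase signal from less NR2E3 corepressor binding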
Active calls of the source: *; x = no result given.

Every second line gives: TWEAK Fn14 block	HIF-2a inh	NR2E3 ag-1	Peg3 promoter	Shn3 inh set2	hiPSC survival	aDG glyco up	CF NFkB block	MITF TRPM1 inh	KKLEB tox	NR2E3 ag-2
Cc1ccc(-n2c(CSc3nc(C)cc(C)n3)nnc2SCC(=O)Nc2nccs2)cc1
→ -16	6	-2	8	-2	-0.5	0.2	10	-4	9	-17
CC(C)Cc1cc(CNC(=O)C2CCC(=O)N(Cc3cccc(C(F)(F)F)c3)C2)on1 (stereo not given)
→ 3	-1	1	-6	-13	-0.4	-0.2	-8	-13	-1	7
COc1ccc(C(=O)COC(=O)c2ccc3c(c2)OCCO3)c(OC)c1
→ -16	-169	x	-266	-57	-0.5	-0.1	12	-45	-11	-20
O=C(CC(=O)c1cccc([N+](=O)[O-])c1)Nc1ccccc1Cl
→ -1	-57	3	-61	-20	-2.2	0.3	-8	-32	1	-29
CCOC(=O)CC(=O)CSc1nc2sc(C)cc2c(=O)n1Cc1ccco1
→ -8	0	5	4	11	0.4	-0.1	8	13	-2	14
Cc1nn(C)c(C(=O)N2CCN(C(=O)c3ccco3)CC2)c1Br
→ 15	14	-1	7	23	-2.3	0.2	-11	-4	11	-34
O=C(NNC(=O)C1CCCN(S(=O)(=O)c2ccc3ccccc3c2)C1)C1CC1 (stereo not given)
→ 28	2	x	7	0	-0.6	0.2	-8	6	-15	13
O=C(O)c1cnn(-c2nc(-c3ccc(Cl)c(Cl)c3)cs2)c1C(F)(F)F
→ -19	-115	3	-77	-13	-0.4	0.1	8	-46	3	-50
O=C(NC1CCCC1)c1cccc2c1C(=O)c1ccc(N3CCCCC3)cc1S2(=O)=O
→ 3	-105	2	-70	-22	-2.1	-0.3	-17	x	-2	-8
CC(Oc1cccc(Cl)c1)C(=O)N(C)CC(=O)Nc1ccc(N2CCOCC2)cc1 (stereo not given)
→ 10	22	2	10	39	1.1	0.3	-13	28	-13	8
CC(C)Oc1cccc(C(=O)C2CCCN(C(=O)c3cc(C(F)(F)F)[nH]n3)C2)c1 (stereo not given)
→ 20	-3	0	-8	25	-0.4	2.0	2	6	4	1
C[C@@H]1CN([C@@H](C)CO)C(=O)c2cc(Br)cnc2O[C@H]1CN(C)C(=O)c1ccccc1F
→ 11	-4	x	-12	-13	-1.7	-0.2	-6	x	-1	-19
Cc1cc(=O)oc2c(C(=O)c3ccccc3)c(OCC(N)=O)ccc12
→ 11	13	0	5	-4	-0.4	0.1	6	x	4	-13
COc1ccc(N(CC(=O)NC2CCCC2)C(=O)CCC(=O)Nc2cc(C)on2)cc1OC
→ -9	4	2	9	9	-0.2	0.0	4	4	8	-25
COc1ccccc1OCCN1CSC(=S)N(C)C1
→ -45	88*	-2	100*	-28	-2.1	1.0	16	69*	-18	-10
COc1ccccc1-c1nnc(SCC(=O)NC2CCS(=O)(=O)C2)n1N (stereo not given)
→ -11	12	1	5	-4	-0.6	0.0	-3	8	15	-10
CSc1cccc2sc(NC(=O)C3=COCCO3)nc12
→ -5	-191	-1	-192	-42	-0.7	-0.1	-19	-78	3	-52
O=C(CCN1C(=O)C2CC=C(Cl)CC2C1=O)NC1CCCCC1 (stereo not given)
→ -2	9	3	-6	7	0.5	0.0	1	-12	7	-10
COc1ccc(C(C)=O)cc1CSc1nc2cc(Cl)ccc2o1
→ 6	5	-3	-3	12	0.8	0.1	-4	-1	-6	-5
CC(C)(C)C(=O)NC(=S)Nc1ccccc1C(N)=O
→ 0	2	6	5	-55	-0.9	0.1	1	-10	4	-38
CC(=O)N1CCc2c(sc(NC(=O)CS(=O)(=O)c3ccc(F)cc3)c2C(N)=O)C1
→ 9	17	1	5	2	0.4	0.0	-21	-7	24	-19
O=C1NC(CCc2ccccc2)C(=O)N1Cc1ccc(Br)cc1 (stereo not given)
→ 10	12	-3	9	-4	-0.8	-0.2	-14	11	-5	4
Cc1ccc(C)c(CSc2nnc(-c3cccnc3)n2N)c1
→ -14	13	2	11	-5	0.5	0.1	3	3	2	0
Cc1ccc2c(c1)N(CC(=O)NCCCN1CCCCC1)C(=O)c1cccnc1O2
→ 8	2	1	-6	1	-2.4	0.2	-8	-2	-12	-33
Nc1ccc(-c2cc(-c3ccc(N)cc3)nc(-c3ccccc3)n2)cc1
→ 6	-1	0	21	6	1.8	-0.1	16	1	0	14
C[C@@H]1CN([C@@H](C)CO)C(=O)CCCn2nncc2CO[C@H]1CN(C)S(=O)(=O)c1cccc(F)c1
→ 7	3	x	-10	-12	-0.8	-0.1	-4	x	-11	-10
CC1CN(CCc2ccccc2)c2nc3c(c(=O)[nH]c(=O)n3C)n2C1 (stereo not given)
→ -9	10	5	14	-19	5.1	0.0	1	0	4	-20
Nc1nonc1C(=O)N/N=C/c1ccc(-c2cccc([N+](=O)[O-])c2)o1
→ -5	0	2	-22	5	0.4	-0.1	-44	2	5	7
COc1ccc(Cl)cc1NC(=O)CN(C)C(C)C(=O)NC(=O)NC1CCCCC1 (stereo not given)
→ 0	29	1	33	19	-0.3	2.1	15	-1	-2	9
O=C(NC1CCCC1)c1ccc(S(=O)(=O)N2CCOCC2)cc1
→ 6	9	1	0	2	-0.2	0.2	3	7	1	-3
Cc1oc(-c2cccc(Cl)c2)nc1CN1CCC(C(=O)NCc2ccco2)CC1
→ -5	-6	1	4	-8	0.0	0.3	13	6	-1	7
COc1ccc(OC)c(Nc2nc(-c3ccc(O)c(O)c3)cs2)c1
→ 2	0	2	-8	97*	-2.9	-1.0	10	5	-14	-7
CN(C(=O)c1ccc2c(c1)OCO2)C1CCCCC1
→ -19	-150	5	-99	-22	0.0	0.1	16	-34	12	-89
CC(=O)Nc1ccc(S(=O)(=O)N(Cc2ccccc2)C(C)C)cc1
→ 10	22	2	16	45	-3.3	0.2	-5	18	8	11
COc1cccc(CNC2CCCc3ccccc32)c1OC (stereo not given)
→ 0	26	6	2	-8	-0.7	-0.2	-3	1	-3	-15
COCCCNC(=O)COc1cc(C)c(Cl)c(C)c1
→ -3	5	3	1	-1	-0.1	0.2	2	8	2	-7
CC(C)CCN(C(=O)C1CSC2(C)CCC(=O)N12)c1c(N)n(Cc2ccccc2)c(=O)[nH]c1=O (stereo not given)
→ 1	14	-2	5	-6	0.1	0.0	29	7	-1	-11
O=C(Nc1ccc(N2CCOCC2)c(S(=O)(=O)Nc2ccc(Cl)cc2)c1)c1ccc(=O)[nH]n1
→ -28	14	x	20	0	-2.3	-0.2	5	5	-2	16
O=C(Nc1ccc(S(=O)(=O)NC2=NCCCCC2)cc1)c1ccc([N+](=O)[O-])s1
→ -2	60*	-1	69*	11	0.7	8.4*	39	89*	-1	14
CCOC(CNC(=O)C(=O)Nc1cc2c3c(c1)CC(=O)N3CCC2)OCC
→ 15	0	1	-22	-4	0.0	0.1	-43	1	12	-25
O=C(CS(=O)(=O)c1cn(CC(=O)N2CCCC2)c2ccccc12)Nc1ccccc1F
→ 20	-7	-2	3	5	0.2	0.1	-16	-11	3	14
Cc1cc2cc3c(cc2nc1SCC(=O)OC(C)C)OCO3
→ -18	6	x	32	7	1.2	0.3	-5	3	1	-12
COc1ccccc1C(=O)Nc1ccc2c(c1)CN(C(=O)CSC)CC2
→ -17	-112	-2	-38	-18	-0.6	0.1	-14	-4	-2	-32
COc1ccccc1CNC(=O)CN(c1ccc(C)cc1)S(=O)(=O)c1c(C)nn(C)c1C
→ -1	14	0	-3	-9	-2.5	0.2	9	3	8	-16
Cc1ccc(S(=O)(=O)NNC(=O)c2snnc2C)cc1
→ -1	6	2	4	-20	4.1	0.1	-14	-8	2	-4
CCOc1cc(C)c(C(C)C)cc1S(=O)(=O)N1CCN(C)CC1
→ 13	13	-2	8	6	4.7	0.0	4	1	6	-20
CCn1c(=O)n(CC(=O)Nc2cccc(OC)c2)c(=O)c2ccccc21
→ -12	-7	2	1	-3	-0.1	-0.3	4	1	-2	-10
CCc1nnc(NC(=O)CSc2nc3c(c(=O)n2C)SC(C)C3)s1 (stereo not given)
→ -2	9	9	5	3	-0.4	0.3	17	x	-22	3
COc1ccccc1-c1cc(NC=O)c2ncc(-c3ccc(F)cc3)n2c1
→ 55*	-16	x	14	15	-1.0	0.1	67*	x	-24	-55
COc1ccc(CC2S/C(=N/N=C/c3ccc(O)cc3)NC2=O)cc1 (stereo not given)
→ -13	-104	1	-100	2	-1.8	-0.3	14	-44	-15	-21
O=C(CCC1CCN(Cc2ccccc2O)CC1)NC1CC1
→ 0	18	-3	31	10	-0.3	0.0	-15	0	9	1
COc1ccc(NC2c3ccccc3C(=O)N2c2ccccn2)cc1 (stereo not given)
→ -19	-41	0	6	-10	-0.6	0.0	-11	-17	-1	-40
O=C(O)c1ccc(N2C(=O)c3cccc4cccc(c34)C2=O)cc1
→ -11	8	x	2	-3	-0.6	-0.1	-5	-1	3	21
COc1ccc(N2CCN(CC(O)COc3ccccc3[N+](=O)[O-])CC2)cc1 (stereo not given)
→ 21	14	7	14	-3	-1.6	-0.1	11	-2	-4	5
CN(C)c1ccc(/C=N/NC(=O)c2nonc2N)cc1[N+](=O)[O-]
→ -11	-42	-3	-12	-21	0.2	0.2	-29	-9	17	-32
CCCCn1c(C)cc(C)c(S(=O)(=O)c2ccccc2C)c1=O
→ -8	11	3	11	5	-0.8	0.1	-7	6	-8	-18
Cc1ccc(C)c(C(=O)COC(=O)Cn2c(C)csc2=O)c1
→ 0	-3	-1	4	-10	-0.4	0.3	-8	-11	12	-44
CC(Oc1ccc2c3c(c(=O)oc2c1)CCCC3)C(=O)NCC(O)c1ccccc1 (stereo not given)
→ -13	-7	2	6	16	-0.5	-0.1	-14	-1	-5	9
CC1CCCCN1CCCNC(=O)CN1C(=O)c2cccnc2Oc2ccc(Cl)cc21 (stereo not given)
→ -26	10	-1	-10	5	-0.5	-0.1	2	-5	-3	-15
O=C(COc1ccccc1Cl)NC(=O)NC1CCCCC1
→ -38	-117	0	-192	-14	-0.2	0.0	11	-54	-10	-7

Some of the entries so far, field by field.
> CCCCn1c(C)cc(C)c(S(=O)(=O)c2ccccc2C)c1=O
  TWEAK Fn14 block: -8 | HIF-2a inh: 11 | NR2E3 ag-1: 3 | Peg3 promoter: 11 | Shn3 inh set2: 5 | hiPSC survival: -0.8 | aDG glyco up: 0.1 | CF NFkB block: -7 | MITF TRPM1 inh: 6 | KKLEB tox: -8 | NR2E3 ag-2: -18
> Cc1ccc(C)c(C(=O)COC(=O)Cn2c(C)csc2=O)c1
  TWEAK Fn14 block: 0 | HIF-2a inh: -3 | NR2E3 ag-1: -1 | Peg3 promoter: 4 | Shn3 inh set2: -10 | hiPSC survival: -0.4 | aDG glyco up: 0.3 | CF NFkB block: -8 | MITF TRPM1 inh: -11 | KKLEB tox: 12 | NR2E3 ag-2: -44
> CC(Oc1ccc2c3c(c(=O)oc2c1)CCCC3)C(=O)NCC(O)c1ccccc1 (stereo not given)
  TWEAK Fn14 block: -13 | HIF-2a inh: -7 | NR2E3 ag-1: 2 | Peg3 promoter: 6 | Shn3 inh set2: 16 | hiPSC survival: -0.5 | aDG glyco up: -0.1 | CF NFkB block: -14 | MITF TRPM1 inh: -1 | KKLEB tox: -5 | NR2E3 ag-2: 9

Bioassay records as filed in PubChem.
